Source: PubChem
MDM2 E3 inh: MDM2-luciferase reporter signal enhancers, primary screen, MDM2 E3 ligase inhibitor project, cell-based, luminescence, 1536-well; E3 ubiquitin-protein ligase Mdm2 (Homo sapiens), Q00987; cell-based MDM2 ubiquitination luciferase reporter, 2 h; 0 = plate control, 100 = twice control, blank-subtracted; signal enhancement, % at 5 µM; actives 0.11% (n = 210,000);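 active = signal enhancement of 30% or more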;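 note: luminescence tracks abundance of the self-degrading MDM2-luciferase fusion protein; higher signal means inhibition of MDM2 E3 ligase activity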
Target sequence (Q00987 whole entry, looked up, the tested form may be a part): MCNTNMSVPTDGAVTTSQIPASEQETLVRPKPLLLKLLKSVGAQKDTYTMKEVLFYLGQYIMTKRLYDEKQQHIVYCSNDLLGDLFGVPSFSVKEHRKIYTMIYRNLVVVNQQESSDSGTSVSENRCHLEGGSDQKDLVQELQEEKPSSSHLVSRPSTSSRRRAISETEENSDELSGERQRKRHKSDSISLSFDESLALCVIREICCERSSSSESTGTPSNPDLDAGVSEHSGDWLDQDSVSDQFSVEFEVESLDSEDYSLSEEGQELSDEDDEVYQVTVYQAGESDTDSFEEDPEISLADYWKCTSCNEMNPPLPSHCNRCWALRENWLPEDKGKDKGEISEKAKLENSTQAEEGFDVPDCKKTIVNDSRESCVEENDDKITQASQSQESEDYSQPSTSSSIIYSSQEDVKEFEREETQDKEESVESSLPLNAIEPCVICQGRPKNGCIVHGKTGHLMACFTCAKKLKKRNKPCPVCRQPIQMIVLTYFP
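Assay system: stable mammalian line carrying autodegrading MDM2–luciferase fusion reporter; amount: 2000 cells seeded into each well; buffer or medium: DMEM; benchmarks: plate control and blank wells; signal: luciferase luminescence; timing: 2 h compound exposure at 37 °C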
S1P4 ag: S1P4 receptor agonists, primary screen, cell-based; Sphingosine 1-phosphate receptor 4 (Homo sapiens), O95977; actives 0.35% (n = 220,000); S1P4-expressing cell line, agonist reporter assay; activation, % at 4.98 µM; in the data active = activation above about 11%;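 note: 0% = DMSO vehicle and 100% = reference agonist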
S1P4 antagonist: S1P4 receptor antagonists, primary screen, cell-based; actives 0.26% (n = 220,000); S1P4-expressing cells, antagonist mode, reporter read-out; AID 1510, 2009; inhibition, % at 4.98 µM; Sphingosine 1-phosphate receptor 4 (Homo sapiens), O95977; in the data active = inhibition above about 29%;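 note: 0% = wells stimulated with agonist and 100% = vehicle wells without agonist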
PERK inh: block of dimerizer-induced PERK translation repression, primary screen, PERK inhibitor project, CHO PERK-DD cells, SEAP luminescence, HTS. CHO PERK-DD fusion, SEAP luminescence translation reporter. inhibition, % at 5.6 µM. Eukaryotic translation initiation factor 2-alpha kinase 3 (Homo sapiens), Q9NZJ5. AID 1416, 2008. actives 0.17% (n = 220,000);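 active = inhibition above the mean inhibition of all tested compounds plus 3 SD, set separately per screening campaign, cut at about 2.9% in these data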;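 note: PERK kinase domain activated by AP20187 dimerizer at 100 nM; 0% = DMSO with dimerizer and 100% = rapamycin at 8.4 µM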
Ba/F3 V617F tox: reduced viability of JAK2V617F-dependent Ba/F3 cells, primary screen, JAK2V617F inhibitor project, cell-based, Ba/F3 EpoR-JAK2V617F, luminescence | ATP luminescence | inhibition, % at 5.6 µM | actives 1.1% (n = 220,000) | AID 1446, 2008;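 active = inhibition above the campaign mean plus 3 SD over all tested compounds, cut at about 24% in these data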;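 note: cytokine-independent growth of Ba/F3 cells driven by EpoR plus mutant JAK2; 0% = DMSO-treated cells and 100% = JAK inhibitor I control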
BaF3 tox: parental Ba/F3 cell viability inhibition, counter-screen for JAK2V617F inhibitor project, murine pro-B, CellTiter-Glo luminescence. CellTiter-Glo ATP luminescence. inhibition, % at 5.6 µM. actives 1.1% (n = 220,000). AID 1486, 2009;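 active = inhibition above a per-campaign cutoff, the mean inhibition of all tested compounds plus 3 SD, cut at about 27% in these data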;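 note: 0% = DMSO wells and 100% = JAK Inhibitor I control wells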
eIF4E 4G PPI: eIF4E–eIF4G protein interaction inhibitors, primary screen, biochemical, uHTS, TR-FRET, eIF4GI fragment | inhibition, % at 21.7 µM | actives 0.37% (n = 220,000) | TR-FRET eIF4E-eIF4GI(517-606) binding, 2 h;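 active = inhibition above about 30%, limit read from the data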;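 note: 0% = full FRET control wells and 100% = background wells lacking eIF4GI fragment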
NPY-Y2 PAM-ag: NPY-Y2 potentiators or agonists, primary screen, cell-based | Neuropeptide Y receptor type 2 (Homo sapiens), P49146 | cells expressing NPY-Y2, potentiator/agonist read-out | activation, % at 3.6 µM | actives 0.45% (n = 220,000) | AID 1359, 2008; in the data active = activation above about 27%;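 note: cells stimulated with NPY near EC25 plus isoproterenol at EC100; 0% = vehicle plus submaximal agonist and 100% = vehicle plus saturating agonist; some results beyond the cut were filed as inactive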
Wee1 degr inh: Wee1 degradation inhibitors, primary screen, cell-based, HeLa, Wee1K328M-luciferase, luminescence | HeLa Luc-Wee1K328M stability; 100% = proteasome inhibitor MG132 effect | actives 1.2% (n = 220,000) | AID 1321, 2008 | Wee1-like protein kinase (Homo sapiens), P30291 | reporter increase, % at 5 µM;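 active = activation above the mean of all tested compounds plus 3 SD, set per screening run, cut at about 8.8% in these data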;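 note: cells exposed to compound for 20 h before luminescence read; 0% = DMSO alone and 100% = MG132 at 30 µM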
Target sequence (P30291 whole entry K328M): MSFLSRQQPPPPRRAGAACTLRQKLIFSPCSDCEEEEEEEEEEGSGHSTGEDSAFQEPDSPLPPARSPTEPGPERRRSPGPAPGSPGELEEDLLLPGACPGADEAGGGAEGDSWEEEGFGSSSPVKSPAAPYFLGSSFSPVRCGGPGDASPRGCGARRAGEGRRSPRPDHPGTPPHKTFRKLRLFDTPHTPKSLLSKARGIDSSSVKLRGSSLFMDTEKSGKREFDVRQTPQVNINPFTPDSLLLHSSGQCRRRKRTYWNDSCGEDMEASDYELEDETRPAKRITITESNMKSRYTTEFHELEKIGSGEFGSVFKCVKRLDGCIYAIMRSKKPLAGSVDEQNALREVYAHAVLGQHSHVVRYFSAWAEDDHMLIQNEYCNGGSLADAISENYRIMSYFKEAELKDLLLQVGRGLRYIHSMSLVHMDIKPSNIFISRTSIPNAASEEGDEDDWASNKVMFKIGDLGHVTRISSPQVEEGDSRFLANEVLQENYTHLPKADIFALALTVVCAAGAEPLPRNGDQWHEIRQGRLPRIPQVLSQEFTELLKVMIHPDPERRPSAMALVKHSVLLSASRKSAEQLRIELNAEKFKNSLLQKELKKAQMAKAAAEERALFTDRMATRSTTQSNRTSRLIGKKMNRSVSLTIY
The depositor's hits bear a star; nt = no result given; [ ] = remark or other dose. Compounds as they come, and some 4.1% of all compounds hit somewhere here.

Each structure is followed by: MDM2 E3 inh | S1P4 ag | S1P4 antagonist | PERK inh | Ba/F3 V617F tox | BaF3 tox | eIF4E 4G PPI | NPY-Y2 PAM-ag | Wee1 degr inh
[1] CCc1ccc(CNn2cnnc2SCC(=O)NC(C)(C)C)cc1
    nt | -2.9 | -30 | -0.1 | -2 | 1 | 4 | 14 | 0
[2] Cc1ccc(C2=NC3(CCCCCC3)NC2=S)cc1
    -1 | -1.2 | -9 | 1.0 | -3 | 2 | 0 | 20 | -3
[3] CCOC(=O)C1(CC2CC2)CCN(Cc2cnc(-c3ccc(OC)cc3)nc2)CC1
    -10 | 0.5 | -8 | -0.6 | 6 | 4 | 7 | -27 | 1
[4] CCN(c1cccc(C)c1)c1ncnc2nc[nH]c12
    -12 | -1.1 | -4 | 0.8 | -2 | 3 | 4 | -4 | -2
[5] c1coc(CSCc2cn3cccnc3n2)c1
    -13 | 2.1 | -5 | 1.3 | -3 | 0 | -3 | 2 | 0
[6] CCSc1nc(O)c(C2OC(=O)c3c2ccc(OC)c3OC)c(=O)n1CC (centres undefined)
    -16 | 0.7 | -15 | 0.6 | -4 | -1 | 0 | 3 | -1
[7] C/C(=N\NC(=O)CSCc1ccc([N+](=O)[O-])cc1)c1cccc(Br)c1
    -7 | 1.6 | -7 | -0.3 | 0 | 1 | 4[fluorescence artefact?] | -19 | -3
[8] CCS(=O)(=O)N1CCCC(C(=O)NC2CCCCC2C)C1 (centres undefined)
    -8 | -0.4 | 1 | 0.5 | 5 | 11 | -5 | -9 | 1
[9] COc1ccc(CN(C(=O)c2cc(=O)c3cc(C)cc(C)c3o2)C2CCS(=O)(=O)C2)cc1 (centres undefined)
    -4 | 0.1 | 5 | -1.8 | 1 | 4 | 2 | -25 | 3
[10] O=C(Nn1c(C2CCC2)nc2ccccc2c1=O)c1cccs1
    -12 | -0.9 | -6 | -0.2 | -2 | 1 | 2 | 5 | 3
[11] O=C(O)Cc1c(C(=O)O)nnn1-c1ccc(Cl)cc1Cl
    -14 | 0.4 | -5 | -0.3 | 3 | 6 | -3 | -5 | 2
[12] CC1CCC/C(=N\NC(=O)Nc2ccccc2)C1 (centres undefined)
    -7 | 1.1 | 9 | -0.4 | -2 | 4 | -8 | -1 | 4
[13] O=C(NCC1CCCO1)c1cccnc1NCc1ccc(F)cc1 (centres undefined)
    -3 | 0.6 | -4 | 0.3 | -1 | 2 | -4 | -3 | -1
[14] O=C(C1=C(O)C(=O)N(Cc2ccccc2)C1c1ccncc1)c1ccco1 (centres undefined)
    -10 | -2.6 | -6 | 1.8 | 1 | 10 | 3 | -8 | -2
[15] CC(C)(C)NC(=O)COC(=O)c1ccccc1OCC(=O)Nc1ccc(Br)cc1
    -20 | 0.5 | -1 | 0.3 | -3 | -1 | -2 | -5 | -4
[16] COc1ccc(CN2CCC(CO)(CCOc3ccccc3)CC2)c(OC)c1C
    -40 | -0.3 | -18 | -1.3 | 15 | 3 | 4 | -22 | 4
[17] CCC(=O)OC1(C#CCOc2ccc(OC)cc2)CCN(C)CC1
    nt | -1.2 | 12 | -0.3 | 2 | 10 | 16[fluorescence artefact?] | -1 | -3
[18] C#CCOC(=O)Nc1cnccc1C(F)(F)F
    -15 | -0.5 | -6 | 1.3 | 3 | 1 | -4 | -3 | 3
[19] CC(=O)N1CCC2(CC1)C/C(=N\NC(=S)Nc1ccccc1F)c1cc(O)ccc1O2
    -15 | 1.8 | -9 | 0.3 | 2 | 4 | -3 | 0 | -1
[20] COc1ccc2oc(-c3ccccc3)c(C(N)=O)c2c1
    -10 | -0.5 | -3 | 1.1 | 1 | 11 | 2 | 5 | -2
[21] CCC(=O)Nc1cccc(-c2cc3ccccc3oc2=O)c1
    -6 | -0.1 | 10 | -0.7 | 0 | 0 | 0 | -9 | -3
[22] CCOC(=O)c1c(C)[nH]c(C(=O)COC(=O)/C=C/c2cccc(OC)c2OC)c1C
    2 | 1.5 | -11 | 0.4 | -6 | 0 | -3[fluorescence artefact?] | -1 | -2
[23] CC(=O)CCn1cc([N+](=O)[O-])nc1C
    -10 | 0.1 | 0 | 0.1 | 2 | 0 | 3 | 10 | -1
[24] COc1cc(C(=O)NCc2nnc(SCC(=O)Nc3cc(C)cc(C)c3)o2)cc(OC)c1OC
    10 | -2.5 | 5 | -0.4 | -5 | 0 | 0 | 6 | 1
[25] CCCCNC(=O)CSc1nc(O)c(Cc2ccc(OC)cc2)c(=O)[nH]1
    -7 | 1.1 | 11 | 1.0 | 0 | -1 | 4 | 6 | -1
[26] O=C1OCC=C1NNC(=O)c1cccnc1
    -15 | -1.4 | -15 | 0.7 | 4 | 9 | 0 | 3 | 1
[27] Cc1ccc(S(=O)(=O)n2ccc3cccnc32)cc1
    -18 | 1.3 | -10 | 0.6 | -2 | 4 | -3 | 2 | -1
[28] O=C1CNC(=O)N1CC(=O)N1CCCc2ccccc21
    -12 | -0.6 | 5 | -0.1 | 1 | -2 | -2 | 13 | -2
[29] CC(C)(C)NC(=O)C(c1c[nH]c2ccccc12)N(C(=O)Cn1nnc(-c2ccc(Cl)cc2)n1)c1ccccc1F (centres undefined)
    0 | -0.3 | -14 | -0.5 | -4 | 5 | 12 | 21 | 1
[30] COc1cccc(C(=O)Nc2cccc(C(=O)NCC(C)C)c2)c1
    -15 | -0.2 | -13 | -1.1 | 3 | 3 | -2 | 3 | 3

The list continues.
Each structure is followed by: MDM2 E3 inh | S1P4 ag | S1P4 antagonist | PERK inh | Ba/F3 V617F tox | BaF3 tox | eIF4E 4G PPI | NPY-Y2 PAM-ag | Wee1 degr inh
[31] Cn1ncc(C#N)c1NC(=O)c1nn2cccnc2c1Cl
    1 | 0.5 | 5 | 1.4 | -1 | -3 | -10 | 3 | 3
[32] COc1ccc(CN2CCN(c3ccccn3)CC2)cc1OCc1ccccc1
    -4 | 0.3 | -15 | -1.0 | -2 | 5 | 4 | -11 | -1
[33] COc1ccccc1OCC(=O)Nc1ccc(S(=O)(=O)NC(C)=O)cc1
    -1 | -2.9 | 0 | 0.2 | -4 | 3 | 3 | 10 | 0
[34] CN(C)CCCN(C(=O)c1ccc(S(=O)(=O)N(C)C)cc1)c1nc2ccc(F)cc2s1
    -6 | 1.4 | -7 | -1.0 | 3 | -1 | 3 | -28 | 0
[35] O=S(=O)(Nc1ncnc2scc(-c3ccc(F)cc3)c12)c1cc(F)ccc1F
    nt | 0.6 | 0 | 0.7 | 2 | 1 | -9 | -1 | 5
[36] N#Cc1nc(-c2ccc(OCc3ccccc3)cc2)oc1NCCN1CCOCC1
    0 | -0.2 | -16 | -0.4 | -3 | 2 | -5 | 4 | -1
[37] COc1ccc(NC(=O)Nc2c(C)noc2-c2ccccc2)cc1
    -81 | -0.1 | 4 | -0.6 | 3 | 0 | -2 | -18 | 4
[38] CC(OC(=O)c1cccs1)C(=O)NCc1ccc2c(c1)OCO2 (centres undefined)
    -4 | 1.1 | -29 | 1.4 | -2 | 2 | -18 | 2 | 3
[39] O=[N+]([O-])c1ccc2cn[nH]c2c1
    nt | -0.8 | -9 | 1.8 | -3 | 2 | -3 | 3 | -3
[40] CCOC(=O)c1ccc2c(c1)n(CC)c(/C=C/N(C)c1ccccc1)[n+]2CC
    -25 | 3.2 | -5 | 0.0 | 73* | 66* | 19[fluorescence artefact?] | 2 | 3
[41] Cc1ccc(NC(=O)CN2C(=O)S/C(=C\c3cc(C)n(-c4ccc(C(=O)O)cc4)c3C)C2=O)cc1
    -6 | -0.6 | 3 | 0.4 | 5 | 3 | 2 | -12 | 5
[42] CN(C)C(CNC(=O)c1cccc(OC(F)F)c1)c1ccco1 (centres undefined)
    0 | -0.7 | -7 | 0.9 | -3 | -1 | 8[fluorescence artefact?] | 14 | -1
[43] COc1ccc(OC)c(/C=C/C(=O)NC2=NCCS2)c1
    -4 | 0.7 | -13 | -0.6 | 5 | 10 | -1 | -12 | 0
[44] CC(C)c1ccc2oc(-c3cc(N)ccc3O)nc2c1
    -36 | 0.6 | 0 | 0.1 | 4 | 7 | 5[fluorescence artefact?] | -4 | 0
[45] Cc1nc2c(n1O)CCC/C2=N\O
    -31 | -0.6 | 6 | 1.4 | 1 | 9 | -20[fluorescence artefact?] | 15 | 1
[46] CCOC(=O)C1=C(C)N(C)C(=O)NC1c1cc2c(cc1Br)OCO2 (centres undefined)
    -22 | -0.1 | 10 | 0.6 | 0 | 3 | -15 | 17 | 1
[47] Cc1cc(C)nc(NC(=NCCc2c[nH]c3ccccc23)NC(=O)Nc2ccccc2)n1
    -15 | 1.3 | 2 | -0.3 | -5 | -1 | -2 | 12 | 2
[48] Cc1cc(C)n2nc(N)c(N=Nc3cccc(Cl)c3)c2n1
    -2 | 0.3 | -8 | -1.7 | 0 | 5 | -2 | 4 | 1
[49] C/C(=N/NC(=O)Cn1nc2ccccc2n1)c1ccc(F)cc1
    -3 | 0.2 | -13 | 0.4 | -1 | 1 | 4 | 3 | -1
[50] Cn1c(=O)c2cn3ncccc3c2n(C)c1=O
    -11 | 1.6 | -10 | -0.1 | 2 | 5 | -2[fluorescence artefact?] | 5 | 1
[51] COC(=O)c1sc(NC(=O)c2ccc(OC)cc2OC)nc1C
    nt | -2.0 | -11 | 0.1 | -1 | 0 | nt | 15 | 0
[52] O=C(c1ccco1)N1CCN(Cc2nc3cc(Cl)ccc3c(=O)[nH]2)CC1
    -2 | 1.2 | -13 | -1.0 | -1 | 0 | 1 | 5 | 1
[53] COc1ccc(NC(=O)Nc2ccc(F)cc2F)cc1
    -12 | 0.2 | -3 | 0.0 | 1 | 12 | -2 | 7 | -1
[54] O=C(Nc1ccc(Oc2cccnc2)nc1)c1ccc(C(F)(F)F)cc1
    -28 | -1.8 | -4 | 0.4 | 2 | 15 | 5 | 5 | -3
[55] O=C(COC(=O)C1CCCN1C(=O)C12CC3CC(CC(C3)C1)C2)c1ccc(Br)cc1 (centres undefined)
    5 | 2.1 | -14 | 0.6 | -1 | 0 | 23 | -1 | -1
[56] Fc1ccc(OCCCCCCN2CCCC2)cc1
    14 | 1.9 | 0 | 0.7 | -2 | 0 | 1 | -8 | -2
[57] Cc1ccc2cc(C#N)c(SCC(=O)Nc3ccc4sc(C)nc4c3)nc2c1
    -11 | 1.0 | -15 | 0.2 | -1 | 2 | -3 | -18 | -1
[58] O=C(C[n+]1cccc(NC(=O)c2ccccc2)c1)c1ccccc1
    -5 | -1.0 | -15 | -0.2 | 7 | 5 | -2 | 3 | 2
[59] N/C(=N\OC(=O)Nc1ccc(Cl)cc1)c1ncc(C(F)(F)F)cc1Cl
    -18 | 1.9 | -4 | 0.8 | 0 | 3 | -7 | 5 | 2
[60] CC(=O)NCCNS(=O)(=O)c1ccc(C)c([N+](=O)[O-])c1
    2 | 1.9 | -1 | 2.5 | -1 | 5 | 8 | -5 | -1
